Bioassay records (PubChem)
E-sel TNF inh = TNF alpha driven E-selectin expression inhibition. HUVEC TNFa-induced E-selectin immunofluorescence, high content. inhibition, % at 2 µM. actives 0.71% (n = 120,000);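 active = inhibition above the batch mean plus 3 SD, and confirmed as a hit on visual image review, cut at about 43% in these data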;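 note: 0% = TNF-stimulated DMSO wells and 100% = unstimulated control wells; not every result past the cut was called active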
PTEN del growth = PTEN-deleted cell growth suppression. HCT116 PTEN-null viability, CellTiter-Glo, 60 h; hits give low values. viability, % at 10 µM. actives 1.2% (n = 140,000);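 active = viability at or below a set limit, 4 SD under the median of all tested compounds, cut at about 3.7% in these data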;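 note: PTEN knockout HCT116 line with beta catenin targeted HCT116 as companion control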
Yeast lifespan up = yeast lifespan extension | inhibition of the nicotinamide effect, % at 10 µM | actives 0.68% (n = 130,000) | S. cerevisiae growth with nicotinamide, OD615; deaD strain in restrictive glucose medium;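 active = inhibition above a set limit, placed 3 SD over the median of all compounds, cut at about 26% in these data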;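 note: 0% = nicotinamide-treated wells and 100% = cells grown without nicotinamide; some compounds called inactive have numbers as strong as hits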
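Test system: DeaD-strain S. cerevisiae / Buffer or medium: restrictive glucose medium / Also added: nicotinamide 1.5 mM / Doses: one concentration, 10 µM, DMSO 0.25% / Schedule: 48 h at 30 °C / Signal: OD615 measurement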
NPY-Y2 antag = antagonists of human neuropeptide Y receptor Y2; P49146; NPY-Y2 expressing cells, antagonist mode; inhibition, % at 2.7 µM; actives 0.99% (n = 140,000); AID 793; in the data active = inhibition above about 17%;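 note: 0% = vehicle with agonist challenge and 100% = reference antagonist with challenge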
Target sequence (P49146 whole entry, looked up): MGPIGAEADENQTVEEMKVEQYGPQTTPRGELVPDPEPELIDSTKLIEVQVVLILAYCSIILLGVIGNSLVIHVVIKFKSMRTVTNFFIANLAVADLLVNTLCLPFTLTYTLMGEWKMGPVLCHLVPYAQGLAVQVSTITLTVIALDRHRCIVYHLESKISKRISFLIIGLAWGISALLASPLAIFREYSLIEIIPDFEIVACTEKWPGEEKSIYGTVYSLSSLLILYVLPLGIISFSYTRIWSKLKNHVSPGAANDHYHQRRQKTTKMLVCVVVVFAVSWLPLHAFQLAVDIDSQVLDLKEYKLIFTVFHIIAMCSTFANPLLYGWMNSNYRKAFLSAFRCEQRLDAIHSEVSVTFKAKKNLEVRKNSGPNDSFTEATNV
HCT116 bCat-KO = beta-catenin-lacking colon tumor cell growth suppression | HCT116 beta-catenin knockout viability, CellTiter-Glo, 60 h; hits give low values | viability, % at 10 µM | actives 1.5% (n = 140,000) | AID 818;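 active = viability at or under a set limit, the compound median less 4 SD, cut at about 6% in these data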;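 note: 0% = Hyamine 1622 control at 20 µM and 100% = untreated cell control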
Yeast growth inh = chemicals that inhibit yeast BB579 growth in restrictive medium (lifespan-shortening candidates); S. cerevisiae BB579 growth, OD615, 48 h; inhibition, % at 10 µM; actives 0.51% (n = 140,000); AID 804;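 active = inhibition above a set limit, 3 SD over the mean compound inhibition, cut at about 44% in these data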; note: inactives centre near -24
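Material: Saccharomyces cerevisiae DeaD strain BB579, replicative lifespan model yeast; buffer or medium: CSMM-D restrictive synthetic medium containing dextrose (glucose); compound: 10 µM single dose, DMSO 0.25%; timing: 48 h compound exposure at 30 °C after 4 h preincubation; signal: turbidity as optical density at 615 nm; benchmarks: positive control amphotericin B 10 µg/mL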
Phagocytosis inh = blocks phagocytosis by macrophages; J774A.1 macrophage IgG-bead phagocytosis, imaging; inhibition, % at 5 µM; actives 0.07% (n = 110,000);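 active = inhibition above the mean of the plate negative controls plus 5 SD, cut at about 13% in these data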;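 note: phagocytic index as fraction of beads internalized from green versus red external bead signal; plate controls were DMSO negative control for no effect and cytochalasin-D positive control for full effect; some results beyond the cut were filed as inactive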
GALR2 antag = antagonists of human galanin receptor 2 (GALR2) | AID 828 | GALR2-expressing cells, antagonist mode | O43603 | actives 0.39% (n = 140,000) | inhibition, % at 4 µM; in the data active = inhibition above about 27%;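 note: cells stimulated with galanin 1-16 at roughly its EC80; 0% = agonist challenge control and 100% = basal control without agonist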
Target sequence (O43603 whole entry, looked up): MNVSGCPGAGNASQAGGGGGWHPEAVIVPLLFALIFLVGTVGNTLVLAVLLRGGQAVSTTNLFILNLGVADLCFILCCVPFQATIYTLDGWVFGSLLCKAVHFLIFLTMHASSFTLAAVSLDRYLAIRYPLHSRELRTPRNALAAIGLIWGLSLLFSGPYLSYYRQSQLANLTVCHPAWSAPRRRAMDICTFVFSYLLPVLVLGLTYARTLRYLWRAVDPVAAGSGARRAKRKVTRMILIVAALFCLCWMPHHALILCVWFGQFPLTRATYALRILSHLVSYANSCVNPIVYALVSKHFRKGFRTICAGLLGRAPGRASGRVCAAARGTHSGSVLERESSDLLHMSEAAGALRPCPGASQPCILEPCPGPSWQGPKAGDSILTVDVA
MRP1 act = MRP-1 activation | H69AR cells + doxorubicin, viability rescue, CellTiter-Glo | viability increase, % at 10 µM | actives 0.61% (n = 140,000);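 active = viability gain under doxorubicin at or above a set limit, the compound median plus 3 SD, cut at about 4.7% in these data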;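 note: MRP-1 overexpressing cells given doxorubicin 25 µM after compound pretreatment; 18-22 h compound pretreatment then 72 h with doxorubicin before readout; 0% = doxorubicin-only wells and 100% = vehicle-treated cells without doxorubicin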
Measles CPE = protection of cells from measles virus | Measles virus-infected cells, CPE protection, absorbance | protection (pct of control), % at 4 µM | actives 1.5% (n = 140,000); in the data active = protection mostly above about 24%, no sharp cut-off; inactive = mostly below about 26%; note: some compounds called inactive have numbers as strong as hits
* = called active by the depositor; / = no result given; & = joins results of further samples; [ ] = another dose, or the depositor's remark.

SMILES	E-sel TNF inh	PTEN del growth	Yeast lifespan up	NPY-Y2 antag	HCT116 bCat-KO	Yeast growth inh	Phagocytosis inh	GALR2 antag	MRP1 act	Measles CPE
CCN(CC)S(=O)(=O)c1cccc(NC(=O)COC(=O)CCC(=O)c2ccc(F)cc2)c1	-9	92	4	3	87	-42	-4	-2	-1.3	2
CC(=O)N1c2ccccc2C2(O)N=C(C)SC12 (stereo unspecified)	-29	83	4	-1	83	62*	3	7	-2.9	35
CCc1cc2c(=O)c(-c3nc4ccccc4n3C)c(C)oc2c(CN2CCN(C)CC2)c1O	-4	93	6	4	84	-38	/	0	-1.5	17
COCCNC(=O)Cn1cc(C(=O)c2cccs2)c2ccccc21	-46	102	/	2	98	-24	/	2	-3.4	8
Cc1ccc(S(=O)(=O)N[C@@H](CC(C)C)C(=O)NCc2ccco2)cc1	14	103	-2	3	98	-25	1	2	0.1	19
CSC(=NC1CCCCC1)NS(=O)(=O)c1ccccc1	-30	76	1	0	65	1	-1	17	-0.7	0
COc1ccc(OC)c(NC(=O)c2cc3c(Cl)nc4ccccc4c3s2)c1	13	94	5	5	97	-31	-2	-9	-2.8	8
CCN1CN(CCc2ccccc2)CNC1=S	/	97	5	0	96	-30	/	-5	-0.5	8
CSc1nc(N)nc(SCC(=O)CC(=O)OC(C)C)c1C#N	-19	99	-10	3	107	-16	38*[artifact]	-5	0.2	11
CC(C)N(C(=O)CN1C(=O)NC2(CCCCCC2)C1=O)C(C)C	3	98	-7	6	93	-37	4	-12	-1.0	5
Cc1nnc(SCC(=O)Nc2ccc(Cl)cn2)s1	4	95	-5	0	94	-21	-4	-10	-1.6	10
O=C(CSc1nnc(CN2CCOCC2)n1-c1ccc(Cl)cc1)Nc1cc(Cl)ccc1O	-10	65	6	1	79	-45	-2	-9	-6.3	7
Cc1ccc2oc(C(=O)Nc3nnc(C)s3)c(C)c2c1	-4	81	-4	0	73	-23	-2	-14	0.8	6
CCN1C(=O)c2cccc3cccc1c23	/	94	-11	4	99	-7	7	8	-1.8	27
Cc1ccc(NC(=O)C(c2ccc(Cl)cc2Cl)N2CCCC2)cc1 (stereo unspecified)	/	61	4	10	68	-34	/	1	-1.3	17
Cc1ccc(/C(O)=C2/C(=O)C(=O)N(CCN3CCOCC3)C2c2cccs2)cc1 (stereo unspecified)	-21	87	-9	4	103	-42	/	2	-1.7	23
Cc1ccc(C)c(NC(=O)C2CC(Cl)=CCC2C(=O)O)c1 (stereo unspecified)	-6	88	-13	0	94	-24	/	6	-0.4	20
O=C(N/N=C/c1cccc([N+](=O)[O-])c1)c1cc2ccccc2o1	/	2.2*	9	0	3.8*	-14	-1	7	-4.9	12
COc1ccc(Cl)cc1NC(=O)c1cccc(NC(=O)CCC(=O)O)c1	/	102	5	0	82	1	6	9	0.4	6
COC(=O)Cn1c(=NC(=O)CSC(C)=O)sc2ccccc21	-11	95	-8	1	79	15	4	9	-1.7	8
CCn1c(=O)n(CC(=O)N2CC(C)CC(C)C2)c(=O)c2ccccc21 (stereo unspecified)	3	100	10	0	109	-19	-3	4	-1.4	12
N#CC1=C2SCC(O)(c3ccccc3)N2C(=O)CC1c1cccs1 (stereo unspecified)	/	21	-3	7	19	-15	/	3	-5.8	13
Cc1cc(C(=O)OCC(=O)N2CCOCC2)c2ccccc2n1	4	100	-5	-1	93	-22	0	-5	-1.1	3
CC(=O)c1cnc2cc(-c3ccc(C)cc3)nn2c1C	8	82	/	1	99	-11	/	-1	-1.7	1
COC(=O)COC(=O)c1ccc(O)cc1	11	107	-8	2	96	-40	-1	-6	-0.1	6
Cc1ccc(NC(=O)C2CC(=O)OC23CCOC(C)(C)C3)cc1 (stereo unspecified)	11	92	-1	2	93	-26	0	-13	-1.0	4
CCCCn1c(NCc2ccccn2)nc2ccccc21	-6	90	0	3	84	-31	-1	7	-4.1	10
CC(=O)/C(=N/Nc1ccc(Br)cc1)Sc1cccc2cccnc12	/	63	-5	1	69	-11	0	3	1.3	3
O=C(Nc1cccnc1)C1(c2ccccc2)CCCC1	-23	115	1	2	101	-21	-2	-6	1.3	11
CCOC(=O)C1=C(C)Nc2ccccc2N=C1NC(=O)Cc1ccc(OC)cc1	12	90	-2	2	103	-33	-7	-25	-2.9	6
COc1ccc(-c2[nH]c(-c3ccc(C(=O)O)cc3)nc2-c2ccccc2)cc1	57	98	-27	-3	117	-47	/	2	-1.1	3
CN(C)C(=O)c1ccccc1-c1ccccc1	12	86	-25	3	91	-1	8	1	-2.3	7
CC(C)NC(=O)C1(c2ccccc2)CC1(Cl)Cl (stereo unspecified)	/	95	1	0	86	2	-12	8	0.1	21
CCOc1cc(C2CC(=O)NC3=C2C(=O)C(C(=O)OC)C(C)C3)cc(Br)c1O (stereo unspecified)	-6	90	-7	0	95	-23	/	-8	-1.2	20
C=CCN1CCN(C(c2ccccc2)c2nnnn2CCC(C)C)CC1 (stereo unspecified)	-10	88&96	-4	8	70	-15	-2	16	0.3	3
COc1cccc(CNC(=O)C2CCCN(c3nn4c(=O)cc(C)nc4s3)C2)c1 (stereo unspecified)	/	101	-13	-1	94	13	0	3	-2.6	3
Cc1cc(/C=N/NC(=O)c2c(Br)cnn2C)c(C)n1-c1cccc(Br)c1	9	88	5	1	91	-48	-2	3	-1.8	16
Cc1cccc(NC(=O)CN2C(=O)N/C(=C/c3cc(C)n(-c4ccncc4)c3C)C2=O)c1	17	93	1	-2	85	-11	-3	3	-4.0	6
COc1cccc(CN(CC2CCCO2)S(=O)(=O)c2ccc(S(=O)(=O)N(C)C)cc2)c1 (stereo unspecified)	-5	96	1	3	89	-19	1	4	-3.6	13
Cc1nc(C)n(CC(O)COc2ccc3cc(Br)ccc3c2)n1 (stereo unspecified)	17	80	-9	14	71	-43	-1	4	0.3	13
COc1ccc(C(=O)OCC(=O)Nc2cc(C)on2)cc1S(=O)(=O)N1CCOCC1	-1	92	-3	11	79	-16	-2	8	-0.6	7
CCC(C(=O)Nc1nccs1)(C(F)(F)F)C(F)(F)F	/	98	-8	2	111	-55	-1	15	-0.8	9
Cc1ccc(P(=O)(CO)c2ccc(C)cc2)cc1	6	108	0	0	100	-49	1	-1	-1.4	25
COC(=O)c1cc(OC)nc2c1c(=O)n(C)c(=O)n2C	/	98	3	2	96	-24	-5	4	-1.1	12
O=C(c1cccs1)N1CCCC(c2ccccc2)C1 (stereo unspecified)	-1	83	-9	3	91	-35	2	4	0.7	20
O=C(O)CC(NC(=O)c1ccccc1NC(=O)c1ccccc1)C(=O)O (stereo unspecified)	-19	102	-4	4	102	-30	0	11	-0.2	3
CC(=O)Nc1cc(C(=O)N(C)Cc2ccco2)ccc1Sc1ccc(C)cc1	/	92	7	8	94	-40	-2	2	-2.2	29
C=CCSc1nnc(-c2cc3c(C(F)(F)F)nn(C)c3s2)n1C	-33	103	-8	10	106	-48	/	3	-0.3	18

Profiles from above. Order of screens: E-sel TNF inh	PTEN del growth	Yeast lifespan up	NPY-Y2 antag	HCT116 bCat-KO	Yeast growth inh	Phagocytosis inh	GALR2 antag	MRP1 act	Measles CPE
CC(=O)Nc1cc(C(=O)N(C)Cc2ccco2)ccc1Sc1ccc(C)cc1 as listed: /	92	7	8	94	-40	-2	2	-2.2	29
Cc1cc(/C=N/NC(=O)c2c(Br)cnn2C)c(C)n1-c1cccc(Br)c1 as listed: 9	88	5	1	91	-48	-2	3	-1.8	16

Later entries
SMILES	E-sel TNF inh	PTEN del growth	Yeast lifespan up	NPY-Y2 antag	HCT116 bCat-KO	Yeast growth inh	Phagocytosis inh	GALR2 antag	MRP1 act	Measles CPE
O=C(Nc1ccon1)c1cccc(S(=O)(=O)N2CCCC2)c1	-1	101	-6	-2	98	-23	-2	8	-2.0	6
O=C(CS(=O)(=O)c1cn(Cc2ccc(Cl)cc2)c2ccccc12)N1CCOCC1	-26	89	-6	8	90	-31	1	7	-1.4	12
COCCn1c(SCC(=O)Nc2ccccc2)nc2c1c(=O)[nH]c(=O)n2C	-41	93	-1	-1	98	-22	0	5	-0.5	16
CSc1nsc(/C=C/Nc2cccc(Cl)c2)c1C#N	3	62	-13	3	66	-21	1	2	-1.2	4
OCCOCCNc1ncnc2sc(-c3ccccc3)cc12	/	82	0	2	83	-5	-1	2	-3.7	6
CCOC(=O)N1CCN(S(=O)(=O)c2cc(C)c(C)cc2C)CC1	-15	88	-1	0	93	-30	/	4	-3.0	18
CC(=O)c1cccc(NC(=S)NC(=O)c2ccccc2)c1	/	104	-8	3	104	-21	-1	1	-1.2	8
Cc1ccc(C)c(OCC(=O)NCCNC(=O)COc2cc(C)ccc2C)c1	5	99	/	6	94	-26	/	2	-1.2	1
O=C1OCc2cccc([N+](=O)[O-])c21	11	111	-2	2	105	-27	-3	-2	-0.1	2
NC(=O)CSc1oc(-c2ccc(F)cc2)nc1S(=O)(=O)c1ccccc1	-30	86	-9	0	75	-1	0	11	-1.6	7
CCCCCCCCNC(=O)/C(C#N)=C/c1ccccc1[N+](=O)[O-]	6	55	1	9	71	-38	-10	0	-4.6	11
CCOC(=O)c1[nH]c(C)c(C(=O)O)c1C	15	105	-14	-1	108	-61	0	7	0.3	8
COCCCN1C(=O)C(=O)/C(=C(/O)c2ccc(OC(C)C)cc2)C1c1ccncc1 (stereo unspecified)	/	92	-4	2	91	-6	0	9	-1.2	9
CCN1CCCC1CN(Cc1cc2ccc(C)cc2[nH]c1=O)C(=S)Nc1ccccc1OC (stereo unspecified)	/	95	7	1	88	-10	-4	-3	1.6	6
Cc1ccc(NC(=O)C[n+]2ccccc2)cc1[N+](=O)[O-]	4	97	-5	1	92	5	/	-3	-1.9	6
O=C(COc1ccc2ccc(=O)oc2c1)Nc1ccc(N2CCOCC2)cc1	2	96	8	1	88	-24	/	8	-3.8	5
CCc1ccc(OCCOCC(O)CN2CCN(Cc3ccc(Cl)cc3)CC2)cc1 (stereo unspecified)	/	8	-1	5	6	-24	0	1	-0.9	16
COc1ccc(Oc2nc(C)cc(C)c2S(=O)(=O)c2ccc(C)cc2)cc1	-8	95	5	6	90	-39	/	-7	-4.1	5
Cc1cccc(C)c1NC(=O)N1CCC(c2nc3ccccc3o2)CC1	0	88	-9	0	81	7	0	3	-1.5	3
Cc1ccc(S(=O)(=O)N2CCN(C)CC2)c(C)c1	/	114	2	0	110	-27	-2	-9	-0.1	20
CCOc1ccc(C2C(C#N)=C(N)SC(N)=C2C#N)cc1OC	1	102	-10	3	83	-50	1	0	0.2	7
COc1ccc(CN(C(=O)CN2C(=O)c3ccccc3S2(=O)=O)C(C(=O)NCC2CCCO2)c2ccncc2)cc1 (stereo unspecified)	-14	105	-3	-2	98	-1	-10	9	-0.9	6
Cc1cc2nc(N)sc2cc1C	-3	109	-14	-1	109	-7	0	4	-1.0	10
Cc1ccc(Nc2ccc(C(=O)N3CCCC3)cn2)c(C)c1	13	98	-12	-2	102	-26	-2	4	-0.6	2
Cc1ccccc1/C(N)=N/O	/	101	-2	-1	84	-29	-8	-6	-1.8	2
